DUSP3 inh = VHR1 phosphatase inhibitors, primary screen, biochemical, absorbance, uHTS. recombinant VHR phosphatase, pNPP absorbance. inhibition, % at 13.3 µM. 290,000 tested, 0.52% active; in the data active = inhibition above about 50%; note: some compounds called inactive have numbers as strong as hits
Target sequence (P51452 whole entry, looked up): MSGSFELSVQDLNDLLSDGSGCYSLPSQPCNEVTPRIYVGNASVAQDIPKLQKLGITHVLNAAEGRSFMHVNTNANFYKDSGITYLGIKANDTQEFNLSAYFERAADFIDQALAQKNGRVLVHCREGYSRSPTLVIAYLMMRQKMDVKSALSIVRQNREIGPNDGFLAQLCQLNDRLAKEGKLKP
PrPC surface inh = inhibitors of human cell surface prion protein PrPC, primary screen, cell-based, TR-FRET | 370,000 tested, 0.43% active | AID 720596, 2013 | inhibition, % at 13.8 µM | TR-FRET read-out; in the data active = inhibition above about 24%; note: 0% = median of the test wells and 100% = reference compound wells
Anthrax LF prot = Bacillus anthracis LF protease inhibitors, primary screen, biochemical, multiplex microsphere, MLPCN library. multiplex microsphere protease cleavage assay. inhibition, % at 10 µM. Lethal factor (Bacillus anthracis), P15917. 360,000 tested, 0.12% active. AID 588501, 2011; note: plate controls were buffer without enzyme for full effect and enzyme alone for no effect
Target sequence (P15917 whole entry, looked up): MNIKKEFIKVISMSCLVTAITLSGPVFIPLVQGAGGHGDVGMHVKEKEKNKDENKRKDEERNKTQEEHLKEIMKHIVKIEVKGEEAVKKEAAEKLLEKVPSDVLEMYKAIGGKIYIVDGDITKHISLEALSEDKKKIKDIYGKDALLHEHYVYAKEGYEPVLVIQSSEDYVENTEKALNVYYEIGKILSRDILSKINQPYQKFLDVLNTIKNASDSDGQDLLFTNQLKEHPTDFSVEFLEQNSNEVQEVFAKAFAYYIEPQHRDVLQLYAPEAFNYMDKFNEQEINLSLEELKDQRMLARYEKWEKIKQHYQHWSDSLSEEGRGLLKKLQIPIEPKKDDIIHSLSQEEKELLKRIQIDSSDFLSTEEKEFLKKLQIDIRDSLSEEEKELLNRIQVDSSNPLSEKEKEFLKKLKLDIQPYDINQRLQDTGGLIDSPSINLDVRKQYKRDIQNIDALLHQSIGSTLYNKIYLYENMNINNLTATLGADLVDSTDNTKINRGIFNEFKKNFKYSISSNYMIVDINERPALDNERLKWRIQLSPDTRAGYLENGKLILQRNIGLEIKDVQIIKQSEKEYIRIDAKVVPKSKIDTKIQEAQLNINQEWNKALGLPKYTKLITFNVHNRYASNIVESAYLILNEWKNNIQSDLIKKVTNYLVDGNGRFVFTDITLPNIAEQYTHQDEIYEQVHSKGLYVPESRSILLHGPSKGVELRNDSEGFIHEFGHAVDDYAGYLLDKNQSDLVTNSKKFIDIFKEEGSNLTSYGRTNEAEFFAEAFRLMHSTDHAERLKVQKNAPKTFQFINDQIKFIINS
BoNT A protease = BoNT/A light chain protease inhibitors, primary screen, biochemical, flow cytometry, MLPCN library; Botulinum neurotoxin type A light chain protease (Clostridium botulinum A str. ATCC 3502); multiplex microsphere protease substrate cleavage; inhibition, % at 10 µM; 360,000 tested, 0.17% active; AID 588499, 2011; note: plate controls were buffer without enzyme for full effect and enzyme alone for no effect
MazF activator = activators of E. coli MazEF toxin-antitoxin RNase, primary screen, biochemical, fluorescence, uHTS; Endoribonuclease toxin MazF (Escherichia coli (strain K12)), P0AE70; activation, % at 20 µM; 350,000 tested, 0.32% active; FAM/BHQ RNA-DNA oligo cleavage fluorescence, 5 h; in the data active = activation above about 50%
3CLpro inhibitor = SARS-CoV 3CLpro protease inhibitors, primary screen, biochemical, quenched FRET. AID 1706, 2009. inhibition, % at 6 µM. recombinant SARS-CoV 3CLpro, quenched FRET peptide cleavage. 290,000 tested, 0.14% active; in the data active = inhibition above about 12%
PriA SSB inh = inhibitors of Klebsiella pneumoniae PriA binding to SSB C-terminal tail, primary screen, biochemical, AlphaScreen. inhibition, % at 33 µM. 430,000 tested, 0.6% active. PriA–SSB C-terminal tail interaction (Klebsiella pneumoniae). AlphaScreen SSBct-PriA binding, biotinylated peptide; in the data active = inhibition mostly above about 37%, no sharp cut-off; inactive = mostly below about 20%;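 note: plate controls were negative control peptide for no effect and reference peptide for full effect; strong numbers were not always called active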
BoNT F protease = BoNT/F light chain protease inhibitors, primary screen, biochemical, flow cytometry, MLPCN library. inhibition, % at 10 µM. 360,000 tested, 0.22% active. Multiplex microsphere protease cleavage assay. Botulinum neurotoxin type F light chain protease (Clostridium botulinum); in the data active = inhibition above about 35%, passing the limit was not always enough; inconclusive = no clear call, values can overlap the other calls; note: plate controls were buffer without enzyme for full effect and enzyme alone for no effect
CCHF vOTU inh = CCHFV vOTU protease inhibitors, primary screen, biochemical, Pep-AMC substrate, fluorescence; inhibition, % at 11.5 µM; 370,000 tested, 0.55% active; in the data active = inhibition above about 30%; note: 0% = vehicle wells with enzyme and 100% = no enzyme wells
Rv3671c inh = Rv3671c serine protease inhibitors, primary screen, biochemical, fluorescence polarization, M. tuberculosis H37Rv; P9WHR9; inhibition, % at 5.96 µM; 320,000 tested, 0.048% active; in the data active = inhibition above about 38%;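 note: extracellular domain of Rv3671c used as enzyme; 0% = enzyme with DMSO and 100% = no enzyme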
* = called active by the depositor; i = inactive; ? = inconclusive; nt = not tested or not shown. Cut-off read from the data, not from the text of the source, unless noted: active = inhibition above about 30%; inconclusive = no clear call, values can overlap the other calls; inactive = below that. The list is partial; the hit share may differ from the screen's.

SMILES | DUSP3 inh | PrPC surface inh | Anthrax LF prot | BoNT A protease | MazF activator | 3CLpro inhibitor | PriA SSB inh | BoNT F protease | CCHF vOTU inh | Rv3671c inh
COc1ccc(C(=O)NCCCn2ccnc2)cc1[N+](=O)[O-] | -3.1 | -9.8 | nt | nt | -10.2 | -0.7 | -2.3 | nt | 19.7 | 5.0
Cc1nc2sc(C(=O)OCC(=O)N3c4ccccc4CC3C)c(C)c2c(=O)[nH]1 (centres undefined) | 16.5 | 0.1 | -2.0 | 0.7 | 72.2* | -3.4 | -6.4 | 7.4 | -2.6 | -9.3
O=C(NC(Cc1ccccc1)C(=O)N1CCC2(CC1)OCCO2)C1CCCCC1 (centres undefined) | 30.2 | -2.1 | 2.7 | 0.6 | 4.0 | -1.2 | -8.5 | 7.7 | -6.9 | -2.0
COc1ccc(CN(C)C[C@H]2OCCCC[C@@H](C)Oc3ccc(NC(=O)c4ccccc4)cc3C(=O)N([C@H](C)CO)C[C@@H]2C)cc1 | nt | -10.3 | -8.6 | -0.2 | -2.6 | nt | nt | -4.3 | -5.7 | nt
CCOCCCn1c(=S)[nH]c2cc(C(=O)NCCc3ccc(OC)c(OC)c3)ccc2c1=O | 38.2 | -7.9 | -0.7 | 1.4 | -1.5 | 4.1 | -0.9 | -2.7 | -15.7 | -1.6
O=C(/C=C/c1ccc(S(=O)(=O)N2CCOCC2)cc1)NCc1ccccc1F | nt | 3.6 | 0.4 | 3.5 | -4.6 | nt | -5.3 | -0.1 | 5.3 | -1.0
CC(C)C[C@H](NC(=O)c1nc[nH]c1C(=O)N1CCNCC1)C(=O)OC(C)(C)C | nt | 2.0 | -5.1 | -0.1 | -7.1 | nt | -9.7 | -11.8 | 7.7 | -4.6
COc1ccc(CCNC(=O)CCC(=O)N2CCN(S(=O)(=O)c3ccc(Cl)cc3)CC2)cc1OC | 32.6 | 5.1 | 1.6 | 1.1 | 0.0 | 5.1 | -4.2 | -8.7 | 7.5 | -12.8
C[C@@H]1CN([C@@H](C)CO)C(=O)c2cc(Br)cnc2O[C@@H]1CN(C)C(=O)C1CCCCC1 | nt | 7.0 | -4.6 | -0.3 | -0.5 | nt | nt | -7.4 | -4.5 | nt
CCN1/C(=C\C=C\C2=[N+](CC)c3ccccc3C2(C)C)C(C)(C)c2ccccc21 | 11.6 | nt | 29.1 | 91.9* | i | -10.7 | -14.0 | -28.3 | nt | -367.8
COc1ccc(Cc2nc(-c3ccccn3)no2)cc1OC | -16.9 | 3.7 | 0.2 | 0.2 | -2.5 | 4.1 | 1.7 | 0.6 | 1.5 | 4.2
O=C(NC1CCCC1)c1cc(COc2ccc3ncccc3c2)on1 | 25.5 | nt | nt | nt | 4.0 | 1.5 | -5.0 | nt | nt | 3.6
Cc1ccc(NC(=O)CN2C(=O)N/C(=C\c3ccco3)C2=O)cc1 | nt | -9.9 | -2.2 | 0.1 | 5.7 | nt | 1.3 | 7.1 | -1.4 | 2.2
Cc1cc2n(n1)C(c1ccc(O)cc1)Nc1ccccc1-2 (centres undefined) | -2.1 | -2.1 | -2.6 | -0.3 | 12.9 | 6.9 | -3.9 | -14.5 | -15.8 | -6.2
O=C1N=c2ccc(Br)cc2=C1c1sc(=S)n(NS(=O)(=O)c2ccccc2)c1O | 17.8 | -4.2 | -0.7 | 0.3 | 18.9 | 2.2 | -14.2 | -2.5 | 3.4 | 3.1
CC/C(O)=N\S(=O)(=O)c1ccc(N=NN(C)C)cc1 | 22.3 | -3.5 | 2.3 | -1.5 | 1.5 | 0.5 | nt | -40.0 | 4.6 | -2.5
O=[N+]([O-])c1ccccc1CCl | nt | -2.6 | 4.5 | -0.6 | 5.6 | nt | -12.4 | -5.7 | 1.7 | -4.7
COc1cc2[nH]c(=O)n(CCCCCC(=O)N3CCN(c4ccccc4)CC3)c(=O)c2cc1OC | -1.4 | 0.9 | -1.5 | 5.6 | 0.7 | -4.1 | -1.9 | 8.7 | 3.9 | 2.9
O=C1N/C(=C/c2ccc(Br)s2)C(=O)N1c1ccccc1 | 40.0 | 7.1 | -1.2 | 0.4 | 7.1 | -0.9 | -15.0 | -5.0 | 4.9 | -1.5
Cc1nc(Cl)c(C(=O)NC(=O)Nc2cccc(C(F)(F)F)c2)c(C)c1[N+](=O)[O-] | 8.7 | -3.9 | -0.6 | 0.5 | 1.5 | 1.7 | -1.7 | 1.5 | 7.8 | 8.7
O=C(O)c1cc2nccc(-c3ccc(F)cc3)n2n1 | 33.7 | -0.7 | -3.3 | -0.1 | -9.6 | 0.0 | -14.0 | -0.4 | -3.3 | -0.6
c1ccc(-c2cc(NCCN3CCCCC3)c3ccccc3n2)cc1 | 6.9 | 10.7 | -5.1 | 3.5 | 4.7 | -6.9 | 13.2 | -18.0 | -3.5 | -9.1
CCOC(=O)C1CCCN(C(=O)c2cccs2)CC1 (centres undefined) | nt | 5.4 | -3.0 | 0.3 | nt | nt | nt | 4.5 | 5.5 | nt
CCC(C)(C)NC(=O)CN(Cc1ccco1)C(=O)CCC(=O)Nc1nccs1 | 11.8 | -5.2 | -0.8 | 0.0 | 4.9 | 5.0 | -9.2 | 3.1 | 9.1 | -1.0
CCCC(=O)NC(Oc1ccc(OC)cc1)C(Cl)(Cl)Cl (centres undefined) | 18.6 | -5.8 | -0.6 | -0.4 | 1.6 | 2.7 | -8.7 | -4.8 | -11.4 | -4.4
C=CCN1C(=S)CC(c2ccccc2)=Nc2ccccc21 | 3.5 | 6.7 | -5.6 | -0.8 | 1.9 | -1.7 | -22.9 | -4.3 | 1.7 | nt
COc1ccc(NC(=O)C2=C(C)C(=O)OC23CCC(C)CC3)c(OC)c1 (centres undefined) | -14.6 | 2.0 | -3.1 | 0.8 | -1.4 | 2.7 | 4.6 | -10.1 | -3.0 | 0.5
CCOC(=O)c1cnc2c(-c3ccc(Cl)cc3)cnn2c1C | 26.1 | -5.2 | -0.9 | -0.3 | 3.0 | 4.6 | -3.3 | 3.1 | -15.5 | 2.9
CC(=O)N1N=C(c2ccc(Cl)cc2)CC1c1ccc([N+](=O)[O-])cc1 (centres undefined) | 15.6 | 0.1 | 3.1 | -3.2 | 9.2 | 2.8 | -7.0 | -3.1 | -8.8 | 0.1
CCOC(=O)/C(C#N)=C1/CCCCCN1C | 21.4 | -1.7 | -0.7 | -0.2 | 11.7 | -9.7 | -5.6 | -3.8 | 2.8 | 6.2
Cc1ccc(Nc2nc(-c3c(C)n(C)n(-c4ccccc4)c3=O)c(C)s2)cc1 | 30.5 | 4.9 | 0.3 | -0.1 | 3.0 | -0.6 | 2.5 | 3.6 | -4.0 | 2.5
COc1ccc(NC(=O)Cn2c(CCC(=O)O)ccc2-c2ccc(C)cc2)cc1 | -11.3 | -10.4 | 5.7 | 0.4 | -1.6 | 5.4 | 11.7 | 0.5 | -1.8 | 5.2
COc1ccc(-c2coc3cc(OC4OC(CO)C(O)C(O)C4O)cc(O)c3c2=O)cc1 (centres undefined) | nt | -2.3 | -7.7 | -0.8 | 8.3 | nt | -11.8 | -4.5 | 12.9 | -1.0
CN(CCOc1ccc(Cl)cc1)C(=O)c1ccccc1SCC(=O)N1CCCC1 | nt | 9.8 | nt | nt | 1.7 | nt | -8.2 | nt | 7.9 | -9.7
CN1CCN(C(=O)c2cc(Oc3c(F)c(F)c(F)c(F)c3F)cc(C(=O)N3CCN(C)CC3)c2)CC1 | 37.1 | -0.5 | -0.2 | 0.0 | -0.3 | 0.9 | -21.0 | 0.1 | 6.8 | -1.9
CCOc1ccccc1NC(=O)C(Sc1nnnn1C)c1ccccc1 (centres undefined) | -2.0 | -4.0 | -2.7 | -0.3 | 7.5 | 2.1 | -19.1 | -3.6 | -10.8 | 10.1
Cc1c(O)c2c(=O)n(-c3ccccc3)c(-c3ccccc3)cc2oc1=O | 0.5 | -8.1 | -1.0 | 0.0 | 4.4 | -1.3 | -16.5 | -1.0 | 7.0 | -1.8
CC(NC(=O)C1c2ccccc2Oc2ccccc21)C1CCCO1 (centres undefined) | 9.6 | 3.0 | -2.8 | 0.3 | 6.7 | 1.4 | -3.5 | 0.9 | -10.9 | 5.5
Cc1c(Cl)cccc1NC(=S)N/N=C/c1ccccc1Cl | 21.3 | nt | nt | nt | 0.1 | 5.2 | nt | nt | nt | 2.5
CCOC(=O)Oc1ccc2oc(C)c(C(=O)OCCOC)c2c1 | 35.1 | -0.8 | -17.6 | -0.4 | -10.1 | -2.6 | -30.9 | -3.7 | 0.6 | 9.4
O=C(CSc1ccccc1)Nc1cc(S(=O)(=O)N2CCOCC2)ccc1N1CCOCC1 | 21.8 | -0.6 | -4.2 | 0.7 | 75.6* | 3.5 | -4.5 | 0.1 | 8.4 | 4.3
CCOC(=O)C1=C(COc2ccccc2)NC(=O)NC1c1cccc([N+](=O)[O-])c1 (centres undefined) | 5.0 | -0.9 | -0.5 | -1.0 | 0.9 | -0.5 | -4.9 | -13.3 | 1.3 | -8.2
O=C(OCC#CCSc1nnc(-c2ccc([N+](=O)[O-])cc2)o1)c1cccs1 | 6.5 | -21.7 | -1.9 | 0.4 | 0.8 | 2.8 | -4.2 | ? | 4.7 | 0.2
CCCn1c2ccccc2c2nnc(SCC(=O)OC)nc21 | 4.2 | -0.9 | -5.4 | 4.7 | -1.9 | -1.8 | -14.8 | 6.3 | 7.9 | -3.1
COc1ccccc1CNC(=O)COC(=O)c1ccc(-n2cnnn2)cc1 | nt | 1.6 | -5.7 | -0.5 | -0.5 | nt | 1.1 | -6.4 | -19.5 | -0.2
O=c1[nH]c(CCC2CCCC2)nc2ccccc12 | 4.7 | 13.1 | -0.6 | 0.2 | 0.0 | -1.1 | -13.7 | -3.9 | 14.4 | 12.8
NC(=O)COC(=O)c1cccc(S(=O)(=O)N2CCN(c3ccccc3)CC2)c1 | 9.9 | -3.5 | -3.1 | -0.5 | -26.5 | 4.6 | -2.4 | 3.7 | 5.3 | 3.8
COc1ccccc1S(=O)(=O)Cc1ccc(C(=O)N2CCN(c3cccc(Cl)c3)CC2)o1 | -0.7 | 18.4 | 4.3 | 0.6 | 6.6 | 1.6 | -16.6 | -1.2 | 1.0 | -3.8

As a working copy, 5 of the compounds above:
SMILES | DUSP3 inh | PrPC surface inh | Anthrax LF prot | BoNT A protease | MazF activator | 3CLpro inhibitor | PriA SSB inh | BoNT F protease | CCHF vOTU inh | Rv3671c inh
CCCn1c2ccccc2c2nnc(SCC(=O)OC)nc21 | 4.2 | -0.9 | -5.4 | 4.7 | -1.9 | -1.8 | -14.8 | 6.3 | 7.9 | -3.1
COc1ccccc1CNC(=O)COC(=O)c1ccc(-n2cnnn2)cc1 | nt | 1.6 | -5.7 | -0.5 | -0.5 | nt | 1.1 | -6.4 | -19.5 | -0.2
O=c1[nH]c(CCC2CCCC2)nc2ccccc12 | 4.7 | 13.1 | -0.6 | 0.2 | 0.0 | -1.1 | -13.7 | -3.9 | 14.4 | 12.8
NC(=O)COC(=O)c1cccc(S(=O)(=O)N2CCN(c3ccccc3)CC2)c1 | 9.9 | -3.5 | -3.1 | -0.5 | -26.5 | 4.6 | -2.4 | 3.7 | 5.3 | 3.8
COc1ccccc1S(=O)(=O)Cc1ccc(C(=O)N2CCN(c3cccc(Cl)c3)CC2)o1 | -0.7 | 18.4 | 4.3 | 0.6 | 6.6 | 1.6 | -16.6 | -1.2 | 1.0 | -3.8
